HGIII-sPLA2 inh = Blocks human group III sPLA2 activity; Q9NZ20; AID 743126; QFRET BODIPY PC-A2 liposome hydrolysis, fluorescence; inhibition, % at 12.2 µM; 370,000 tested, 0.56% active;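 active = inhibition above mean plus 3 SD of compounds lying within the high and low control bounds, cut at about 19% in these data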;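 note: 0% = median of test compound wells and 100% = no enzyme DMSO wells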
NR1D1 modulator = modulators of human Rev-erb alpha DNA binding. P20393. Rev-erbα–FITC-DNA binding, fluorescence polarization, 90 min. activity, % at 10 µM. 370,000 tested, 0.79% active. AID 1259318;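 active = activity above about 14%, limit read from the data; passing the limit was not always enough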;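 note: 0% = DMSO wells with 35 nM protein and 100% = DMSO wells with 750 nM protein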
PLC-beta3 inh = inhibitors of human phospholipase C beta3 | Q01970 | Purified PLC-beta3, fluorogenic substrate, fluorescence | inhibition, % at 12.2 µM | 370,000 tested, 0.18% active | AID 720704; in the data active = inhibition above about 11%;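 note: 0% = median of compound wells on plate and 100% = full blocker control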
Target sequence (Q01970 whole entry, looked up): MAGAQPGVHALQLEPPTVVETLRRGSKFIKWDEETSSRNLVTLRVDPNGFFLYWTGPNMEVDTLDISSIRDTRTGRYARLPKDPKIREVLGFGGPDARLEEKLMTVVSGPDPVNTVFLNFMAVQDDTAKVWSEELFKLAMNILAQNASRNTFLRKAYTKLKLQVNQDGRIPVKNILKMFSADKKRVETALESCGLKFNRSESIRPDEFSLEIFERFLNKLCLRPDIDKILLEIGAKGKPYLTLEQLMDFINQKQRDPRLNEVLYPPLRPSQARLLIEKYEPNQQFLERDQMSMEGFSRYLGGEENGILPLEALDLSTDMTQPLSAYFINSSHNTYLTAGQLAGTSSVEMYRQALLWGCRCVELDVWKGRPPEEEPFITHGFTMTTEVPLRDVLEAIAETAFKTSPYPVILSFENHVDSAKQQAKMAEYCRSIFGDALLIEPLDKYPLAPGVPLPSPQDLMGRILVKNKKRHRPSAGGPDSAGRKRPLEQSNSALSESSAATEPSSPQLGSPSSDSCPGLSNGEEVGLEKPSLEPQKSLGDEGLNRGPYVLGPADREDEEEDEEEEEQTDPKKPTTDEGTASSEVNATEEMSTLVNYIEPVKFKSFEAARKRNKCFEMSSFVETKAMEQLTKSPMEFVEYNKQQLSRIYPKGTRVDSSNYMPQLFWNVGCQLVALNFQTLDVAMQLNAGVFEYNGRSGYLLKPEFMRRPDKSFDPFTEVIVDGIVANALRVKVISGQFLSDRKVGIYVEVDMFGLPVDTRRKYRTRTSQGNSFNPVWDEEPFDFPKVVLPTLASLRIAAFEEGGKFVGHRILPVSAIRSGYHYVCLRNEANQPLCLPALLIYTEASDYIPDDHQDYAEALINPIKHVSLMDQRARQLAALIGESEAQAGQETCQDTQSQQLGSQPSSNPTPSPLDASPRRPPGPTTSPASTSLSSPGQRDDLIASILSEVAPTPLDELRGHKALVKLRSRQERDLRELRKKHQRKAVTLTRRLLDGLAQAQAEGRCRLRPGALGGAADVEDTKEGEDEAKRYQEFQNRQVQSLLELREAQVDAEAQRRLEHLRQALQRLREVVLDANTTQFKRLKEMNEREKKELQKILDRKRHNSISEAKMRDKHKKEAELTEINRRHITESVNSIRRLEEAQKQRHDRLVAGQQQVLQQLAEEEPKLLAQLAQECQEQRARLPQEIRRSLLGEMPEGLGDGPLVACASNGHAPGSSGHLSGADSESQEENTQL
GAA850 FXN act = frataxin GAA850 promoter activation | 360,000 tested, 0.56% active | activation, % at 6 µM | HEK293 lucGAA850 FXN promoter luciferase reporter, 24 h; percent of 10 µM SAHA response;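 active = activation above the average of all compounds screened plus 3 SD, cutoff fixed separately per campaign, cut at about 7.5% in these data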;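 note: 0% = DMSO wells and 100% = 10 µM SAHA wells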
DAX1 inh-1 = DAX1 (NR0B1) inhibition, primary screen. HEK293T StAR-luciferase reporter, SF-1/DAX-1 repression relief. 370,000 tested, 1.1% active. AID 652010. inhibition, % at 6.8 µM;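 active = inhibition above the mean over all tested compounds plus 3 SD, cut at about 3.6% in these data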;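 note: 0% = DAX-1 cells with DMSO and 100% = cells lacking DAX-1 with DMSO; higher inhibition means more luminescence from relief of DAX-1 repression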
PG9 Ab binder = small molecules binding HIV-1 gp120 antibody PG9. TR-FRET gp120-PG9 antibody binding. inhibition, % at 6.7 µM. 360,000 tested, 0.43% active. AID 624416; in the data active = inhibition above about 8.5%
hcDAF12 agonist = H. contortus DAF-12 activation, primary screen | HEK293 hcDAF-12 lit1-tk-luc reporter, luminescence; 0% DMSO, 100% Δ7-dafachronic acid | 370,000 tested, 1.4% active | AID 652067 | activation, % at 6.8 µM;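 active = activation above the mean of all tested compounds plus 3 SD, cut at about 5.5% in these data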;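 note: 100% = response to 3 µM Δ7-dafachronic acid high control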
SMARCA2 act = activators of SMARCA2 function. MG213 cells, MMTV-luciferase reporter, dexamethasone, overnight. 370,000 tested, 1% active. activation, % at 9.1 µM; in the data active = activation above about 7.8%;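 note: 0% = vehicle wells and 100% = reference activator wells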
hgDAF-12 ag = hgDAF-12 agonism, primary luciferase screen; HEK293 GAL4-hgDAF12 UAS-luciferase reporter, agonist luminescence; normalized to butyrate control; activation, % at 6.8 µM; 370,000 tested, 1.8% active;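 active = activation above a cutoff set at the mean of all screened compounds plus 3 SD, cut at about 10% in these data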;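 note: 0% = DMSO wells and 100% = sodium butyrate wells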
DAX1 inh-2 = inhibitors of human orphan nuclear receptor DAX1 (NR0B1); HEK293 Gal4-DAX1 luciferase reporter, luminescence; 340,000 tested, 0.99% active; AID 504766; inhibition, % at 6.75 µM; P51843;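 active = inhibition above the mean over all tested compounds plus 3 SD, cut at about 4.2% in these data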;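 note: 0% = DAX1-transfected cells with DMSO and 100% = empty-vector control cells with DMSO; inhibition shows as a rise in luminescence from relieved DAX1 repression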
ssDAF12 agonist = S. stercoralis DAF-12 activation, primary screen; activation, % at 6.8 µM; HEK293 ssDAF-12/GRIP1 lit1-tk-luc reporter, luminescence; % of 3 µM dafachronic acid response; 370,000 tested, 1% active;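 active = activation above the mean over all tested compounds plus 3 SD, cut at about 0.9% in these data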;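 note: 0% = DMSO-only wells and 100% = 3 µM delta7-dafachronic acid wells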
* = called active by the depositor; i = inactive; x = no result given. Not all compounds are listed; the hit share may differ from the screen's.

Results follow in this order: HGIII-sPLA2 inh	NR1D1 modulator	PLC-beta3 inh	GAA850 FXN act	DAX1 inh-1	PG9 Ab binder	hcDAF12 agonist	SMARCA2 act	hgDAF-12 ag	DAX1 inh-2	ssDAF12 agonist
> CCCNC(=O)N1[C@H]2CC[C@@H]1C(C(=O)OC)=C(c1ccc(F)cc1F)C2
→ 1	-2	3	-0.3	-0.3	0.6	-2.4	0	-1.7	-0.4	-0.7
> O=c1c2ccccc2nc(-c2ccccc2)n1-c1nccs1
→ -15	-4	-4	0.7	-0.6	-1.3	2.5	1	-2.3	0.1	-0.2
> CCCCN1C(=O)NC(=O)C2(Cc3c(nc4c(C)cccn4c3=O)N3CCc4ccccc4C32)C1=O (configuration not stated)
→ -1	-2	-1	-1.8	-0.3	-0.3	2.0	-2	2.4	0.2	-0.5
> CN1CC(C(=O)c2ccc(Cl)cc2)C(c2ccc(N(C)C)cc2)C1 (configuration not stated)
→ -18	5	4	1.3	1.0	-2.8	0.8	0	0.4	4.2*	0.0
> NCCc1ccc(S(N)(=O)=O)cc1
→ 9	-2	-8	1.0	-0.6	2.7	0.2	-4	-4.2	1.1	-1.2
> CCOc1cc(CNCCc2c[nH]c3ccccc23)cc(Cl)c1OC
→ -4	-4	-5	1.8	-1.4	1.4	0.6	-2	-1.5	-0.8	-0.6
> CC[N+](C)(CC)CCCOC(=O)C(O)(c1ccccc1)C1CCCCC1 (configuration not stated)
→ 1	-1	3	-0.1	0.1	0.2	-0.9	-1	0.2	-0.1	-0.8
> Cc1ccc(C2=NC(C)(C)N3C2C3c2ccc([N+](=O)[O-])cc2)cc1 (configuration not stated)
→ 10	-3	2	0.6	0.1	-0.3	-0.7	-5	-0.9	-0.9	-0.5
> Cc1nc2cc(-c3ccc(Cl)cc3)nn2c(C)c1CCC(=O)N1CCC2(CC1)OCCO2
→ 0	-13	-27	-12	-1.2	0.0	-3.2	-6	-10	-1.8	-2.8
> CCCCc1ccc(NC2=NCCCS2)cc1
→ 7	2	-4	0.9	-0.1	-1.5	1.7	-1	5.8	-0.6	0.2
> CC(=O)C1(c2ccccc2)CCN(C(=O)C2CCC(=O)N(CCc3cccc(F)c3)C2)CC1 (configuration not stated)
→ 5	7	-6	-3.1	0.8	-1.8	-1.8	-2	-2.2	0.0	-1.1
> CCC(C)C1(CC)C(=O)NC(=O)N=C1N (configuration not stated)
→ 0	0	1	0.1	-0.5	0.1	0.3	-4	1.1	0.2	0.6
> O=C(OC1CCN(CCCl)CC1)C(c1ccccc1)c1ccccc1
→ 0	-6	1	1.0	1.0	-2.1	-1.0	-3	-5.0	0.0	-1.5
> Cc1c(C(=O)C(=O)N2CCOCC2)c2ccccc2n1Cc1ccccc1
→ -6	-1	-4	1.4	0.1	-1.7	0.2	2	0.9	-0.5	-1.2
> CNC(=O)Oc1ccccc1C1CCCCC1
→ 9	3	-4	0.2	0.4	0.4	-0.9	-2	-2.3	-0.3	-0.7
> CC1OC(NCCc2ccccc2)C(O)C(O)C1O (configuration not stated)
→ 6	2	7	-1.9	1.0	-1.5	1.8	4	0.9	0.2	-1.0
> O=C(Cc1ccccc1)N1CCN(CC2CC=CCC2)CC1 (configuration not stated)
→ 3	3	-1	-1.1	-0.8	-0.7	-2.8	-3	-2.3	-0.8	-1.4
> O=C1C2CCCN2C(c2cccnc2)N1c1ccc(Cl)c(Cl)c1 (configuration not stated)
→ 0	x	0	-0.7	-0.3	-0.3	-1.4	-4	1.3	-0.2	-0.8
> Cn1cc(C(=O)OCC(=O)N2CCCCC2)c2ccccc21
→ 15	0	-4	0.2	-0.8	0.0	0.2	-2	3.6	0.5	-0.9
> O=C(c1cccc(C(F)(F)F)c1)C1CCCN(Cc2ccccc2O)C1 (configuration not stated)
→ 1	7	1	1.2	-0.6	-0.6	-0.4	-2	-1.1	3.2	-0.8
> CCNCC1(c2ccc(OC)c(OC)c2)CCCC1
→ 13	-1	-5	-0.1	-0.4	0.3	-0.2	0	2.5	0.5	-1.4
> COCCCNC(=O)c1c(NC(=O)c2ccco2)n(Cc2ccccc2)c2nc3ccccc3nc12
→ -11	-1	-276	-2.6	-0.4	0.8	0.4	0	0.7	0.1	-0.6
> CCOP(=O)(OCC)OCC
→ 3	-3	-1	0.7	0.4	-0.7	-0.8	-6	4.2	0.4	-1.7
> CCC1=Nc2cc(C(=O)N3CCC4(CC3)OCCO4)ccc2Sc2ccc(Br)cc21
→ -11	2	-14	1.9	-0.5	0.9	-2.5	-3	-1.7	0.4	-1.3
> CC(=NCC1CCCO1)c1c(O)n(Cc2ccccc2)c(=O)[nH]c1=O (configuration not stated)
→ 2	2	-3	-0.7	-0.4	1.5	-1.8	-3	-1.8	0.9	-1.1
> C[n+]1c(-c2ccccc2)cc(-c2ccc(O)cc2)cc1-c1ccccc1
→ 7	4	-35	1.0	-0.5	1.8	-1.9	-3	-1.0	0.7	-0.8
> Cc1c(CCC(=O)N2C[C@H]3C[C@@H](C2)c2cccc(=O)n2C3)c(=O)oc2c(C)c(O)ccc12
→ 4	-6	i	-3.0	0.8	-0.8	2.0	-3	-0.2	x	-0.3
> NC(Cc1ccc(Cl)cc1)c1csc(Nc2cnccn2)n1 (configuration not stated)
→ 5	6	-3	-1.4	-0.3	0.5	-1.2	-5	0.8	x	-1.1
> Cc1ccccc1NC(=O)CCl
→ -1	6	-1	2.1	-2.5	0.2	-1.4	1	-4.6	0.0	-0.8
> CC12CN3CCN(CC(C3)C1O)C2 (configuration not stated)
→ 7	-4	-2	0.3	0.1	-4.5	-1.3	1	-1.7	-0.3	-1.4
> C[N+](C)(N)CCOC(=O)C(O)(c1ccccc1)C1CCCCC1 (configuration not stated)
→ -2	-3	-19	0.1	0.7	-1.7	1.6	-3	0.4	2.7	-1.2
> Cc1ccc(OCC(=O)Nc2ccc(Cl)cc2C(=O)c2ccccc2)cc1
→ 8	-5	3	1.0	0.4	2.2	-1.6	-2	2.8	-0.7	-1.5
> CCCCCn1c(=O)c(C(=O)Nc2cccc(C)c2)c(O)c2ccccc21
→ 2	13	-3	-0.6	0.0	-2.1	2.4	4	4.2	-0.8	-0.7
> O=C1NC(=O)C(CCc2ccncc2)(Cc2cccc(Cl)c2Cl)C(=O)N1c1ccc(Br)cc1 (configuration not stated)
→ -23	-3	0	-7.9	-1.5	-0.7	-0.2	-1	-0.9	-0.2	-1.7
> CCCCCn1c(=O)c(C(=O)Nc2ccccc2C)c(O)c2ccccc21
→ 3	0	-7	2.7	0.9	-2.0	5.2	7	5.3	0.7	-0.4
> CCn1c(O)c(C=NCc2ccccc2)c(=O)[nH]c1=S
→ 11	4	0	2.8	-0.1	11*	-1.4	-1	-0.8	0.6	-0.7
> CN1CCC(O)(c2ccccc2)C2CCCC21 (configuration not stated)
→ 5	6	2	0.5	-0.4	0.6	-0.3	0	0.0	0.6	-1.5
> CC1(CCCc2ccc(N(CCCl)CCCl)cc2)NC(=O)NC1=O (configuration not stated)
→ 4	-7	-2	-1.3	0.7	-0.2	1.3	1	0.4	-0.4	-1.3
> COc1ccc(CNC(=O)/C=C/c2ccc3[nH]cc(CCN(C)C)c3c2)cc1
→ -13	-4	-88	0.8	0.3	0.3	-0.9	-4	-0.2	0.0	-1.2
> O=C1CN=C(c2ccccc2F)c2cc(Cl)ccc2N1
→ 19*	5	-2	-2.0	0.1	0.9	-1.4	-8	2.5	1.3	-0.2

Part of the list above in order of number of heavy atoms, highest first.
Results follow in this order: HGIII-sPLA2 inh	NR1D1 modulator	PLC-beta3 inh	GAA850 FXN act	DAX1 inh-1	PG9 Ab binder	hcDAF12 agonist	SMARCA2 act	hgDAF-12 ag	DAX1 inh-2	ssDAF12 agonist
> Cc1c(CCC(=O)N2C[C@H]3C[C@@H](C2)c2cccc(=O)n2C3)c(=O)oc2c(C)c(O)ccc12
→ 4	-6	i	-3.0	0.8	-0.8	2.0	-3	-0.2	x	-0.3
> C[n+]1c(-c2ccccc2)cc(-c2ccc(O)cc2)cc1-c1ccccc1
→ 7	4	-35	1.0	-0.5	1.8	-1.9	-3	-1.0	0.7	-0.8
> Cc1ccccc1NC(=O)CCl
→ -1	6	-1	2.1	-2.5	0.2	-1.4	1	-4.6	0.0	-0.8

The list continues.
Results follow in this order: HGIII-sPLA2 inh	NR1D1 modulator	PLC-beta3 inh	GAA850 FXN act	DAX1 inh-1	PG9 Ab binder	hcDAF12 agonist	SMARCA2 act	hgDAF-12 ag	DAX1 inh-2	ssDAF12 agonist
> C[C@H]1CN([C@@H](C)CO)C(=O)CCCn2nncc2CO[C@H]1CN(C)C(=O)Oc1ccc2ccccc2c1
→ 2	1	0	-0.4	-0.2	1.1	-1.2	-4	0.2	0.9	-1.6
> Cc1ccc(CS(=O)(=O)Cc2ccc(C(=O)N3CCC4(CC3)OCCO4)o2)cc1
→ 5	-3	3	0.0	0.1	-1.2	-1.4	-1	0.9	1.0	-1.1
> CSc1ccccc1C(=O)C1CCCN(Cc2ccccn2)C1 (configuration not stated)
→ -2	1	-10	-0.4	0.3	-1.6	1.7	7	0.3	0.6	-0.7
> C=CCn1c(O)c(C(CC)=NCCc2c[nH]c3ccccc23)c(=O)[nH]c1=O
→ -79	6	-10	4.4	-0.9	1.8	-2.9	-2	-5.0	1.7	-1.7
> Cc1ccccc1-n1c(O)c(/C=N/NC(=O)c2ccncc2)c(=O)[nH]c1=O
→ 3	-2	-39	0.6	0.1	-0.8	0.5	4	-0.5	4.4*	-1.3
> CCOC(=O)C(NC(C)=O)C(OC(C)=O)c1cccc(N(CCCl)CCCl)c1 (configuration not stated)
→ 6	-1	0	-1.5	-0.2	0.2	-0.9	2	2.4	-1.2	-0.8
> FC(F)(F)c1cccc(C2NCc3ccccc3-n3cccc32)c1 (configuration not stated)
→ -2	-6	-2	1.7	0.2	0.9	-0.5	-1	-0.1	2.0	-0.7
> COC(=O)C1=C(c2cc3ccccc3o2)C[C@@H]2CC[C@H]1N2C(=O)NCc1ccccc1
→ -5	-6	2	-1.3	-0.5	-0.2	-0.1	-1	-1.0	0.7	-1.0
> COc1cccc(-n2c(O)c(C=NCCN3CCNCC3)c(=O)[nH]c2=S)c1
→ 2	-1	-1	0.0	0.1	-4.2	1.3	-1	0.0	-0.3	-1.1
> Cc1cccnc1NC1=NCC(C)S1 (configuration not stated)
→ 6	-1	-1	-0.5	1.3	-1.8	-0.9	1	-1.1	0.1	-0.3

Source: PubChem (several laboratories)
